# MrgX1 antag = antagonists of human MrgX1 receptor; Q96LB2; MRGX1-HEK293 calcium flux, Fluo-4, BAM8-22 antagonism; hits give low values; B-score at 10 µM; 310,000 compounds, 1.3% hits; AID 588676;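 active = calcium-response B-score plate-corrected more than 3 library SD below zero, starting fluorescence within 5 deviations, no agonist response on first addition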;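 note: peak minus trough fluorescence over baseline after final BAM8-22 challenge near maximal dose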
# TRPC4 inh = blocks the mouse TRPC4 cation channel. Q9QUQ5. 300,000 compounds, 0.39% hits. AID 2247. HEK293 TRPC4beta/mu-opioid, DAMGO-evoked Fluo4 calcium flux; hits give low values. B-score at 10 µM;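 active = B-score over 3 SD under the library average, no early fluorescence shift, positive overall ratio signal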
#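 Material: HEK293 cells with stable TRPC4beta plus mu-opioid receptor expression; probe or stimulus: DAMGO in two steps, submaximal then maximal; technique: Fluo4 calcium fluorescence by kinetic imaging, 5 s 1 Hz baseline; measure: integrated fluorescence ratio relative to baseline, converted to per-well B score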
# RGS4 block = inhibitors of human RGS4. AID 463165. 310,000 compounds, 0.45% hits. HEK293 M3R/RGS4 inducible, Fluo-4 calcium flux; hits give high values; triggered by carbachol at its EC20. B-score at 10 µM. P49798;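 active = B-score, a plate-corrected calcium signal, over three deviations above library mean, with baseline fluorescence within five deviations of library mean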;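 note: RGS4 expression induced by doxycycline in cells with stable M3 receptor; B-score is computed from the integrated fluorescence ratio over baseline after carbachol; higher B-score means a larger calcium signal and so more RGS4 inhibition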
# MrgX1 PAM = human MrgX1 positive allosteric modulation, primary screen; Q96LB2; B-score at 10 µM; 310,000 compounds, 0.63% hits; AID 588675; MrgX1-HEK293, Fluo-4 calcium flux, FDSS; hits give high values;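 active = plate-corrected calcium response at least 3 library SD above typical, normal starting fluorescence, not activating the receptor alone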;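 note: compound read alongside a low EC10 to EC30 dose of BAM8-22 agonist; peak minus trough fluorescence over baseline measured at the second addition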
# TRPC4 PAM = allosterically enhances the mouse TRPC4 cation channel | HEK293 TRPC4beta/mu-opioid, DAMGO EC20, Fluo-4 Ca2+ flux; hits give high values | AID 2227 | B-score at 10 µM | 310,000 compounds, 0.42% hits;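 active = B-score of calcium response area above 5 SD of library B-scores, with initial fluorescence ratio within 5 SD of library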;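 note: B-score of integrated fluorescence ratio over time as area under calcium response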
# TMEM16A act = activators or potentiators of mouse TMEM16A chloride channel; HEK293 TMEM16A/YFP-H148Q/I152L, iodide quench fluorescence; hits give low values; B-score at 10 µM; 340,000 compounds, 0.3% hits;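 active = fluorescence-ratio B-score plate-corrected deviation score at least 3 library SD below zero, with starting fluorescence score within 5 deviations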;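 note: channel opened by trigger with iodide after compound preincubation; score built on the fluorescence ratio of max minus min over baseline; more negative score means more quench and so TMEM16A activation or potentiation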
# Target sequence (Q8BHY3 whole entry, looked up): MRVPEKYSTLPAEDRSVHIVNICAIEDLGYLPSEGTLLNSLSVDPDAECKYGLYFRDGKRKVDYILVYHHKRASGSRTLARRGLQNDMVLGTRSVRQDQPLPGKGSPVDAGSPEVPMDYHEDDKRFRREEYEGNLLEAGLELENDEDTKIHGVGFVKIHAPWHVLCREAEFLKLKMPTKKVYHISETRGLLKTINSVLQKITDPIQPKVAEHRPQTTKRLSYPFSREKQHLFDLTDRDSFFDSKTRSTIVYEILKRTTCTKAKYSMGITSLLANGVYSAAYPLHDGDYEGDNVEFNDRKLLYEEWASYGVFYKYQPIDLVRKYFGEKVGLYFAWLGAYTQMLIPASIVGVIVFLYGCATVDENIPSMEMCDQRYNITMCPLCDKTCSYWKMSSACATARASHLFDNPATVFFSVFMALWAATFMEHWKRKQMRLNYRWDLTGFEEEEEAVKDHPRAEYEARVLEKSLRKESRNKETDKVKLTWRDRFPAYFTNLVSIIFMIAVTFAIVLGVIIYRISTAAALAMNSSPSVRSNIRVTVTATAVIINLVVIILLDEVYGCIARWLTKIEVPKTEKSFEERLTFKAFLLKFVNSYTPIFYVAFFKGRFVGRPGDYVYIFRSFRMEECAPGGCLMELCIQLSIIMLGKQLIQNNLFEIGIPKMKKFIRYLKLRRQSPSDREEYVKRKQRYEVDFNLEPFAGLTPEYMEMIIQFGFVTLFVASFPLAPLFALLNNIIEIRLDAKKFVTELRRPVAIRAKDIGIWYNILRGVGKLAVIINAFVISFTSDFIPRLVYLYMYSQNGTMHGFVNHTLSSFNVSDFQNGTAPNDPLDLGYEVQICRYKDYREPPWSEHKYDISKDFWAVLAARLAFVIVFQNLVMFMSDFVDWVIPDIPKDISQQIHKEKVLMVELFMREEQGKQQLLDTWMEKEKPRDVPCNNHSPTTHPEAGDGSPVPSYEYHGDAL
# ANO1 block = blocks the mouse calcium-activated chloride channel TMEM16A. 310,000 compounds, 1.2% hits. HEK293 TMEM16A/YFP iodide influx fluorescence, ionomycin. normalized B-score (activity score, 25-100; higher = stronger inhibition) at 10 µM;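 active = ratio plate-corrected score three or more library SD toward inhibition, starting fluorescence score within five deviations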;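 note: score derived from kinetic fluorescence span divided by baseline fluorescence per well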
# TRPC6 inhibitor = blocks the mouse TRPC6 cation channel | HEK293-TRPC6, membrane potential dye, ACh-evoked depolarization; hits give low values | 310,000 compounds, 1.1% hits | B-score at 10 µM;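 active = B-score under library mean minus 3 SD, initial fluorescence not abnormally high, positive integrated signal ratio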;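 note: B-score derived from integrated fluorescence ratio over the kinetic read; more negative B-score means stronger inhibition of depolarization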
# TRPC4 agonist = activators of mouse TRPC4 channel. Q9QUQ5. HEK293 TRPC4beta/mu-opioid, Fluo4 calcium fluorescence; hits give high values. B-score at 10 µM. 310,000 compounds, 0.49% hits;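 active = B-score above 5 SD of library B-scores, and initial fluorescence ratio not above library mean plus 5 SD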;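 note: positive B-score marks a calcium rise read as TRPC4 activation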
#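 Assay system: HEK293 stable line with TRPC4beta plus mu-opioid receptor; schedule: 45 min room-temperature Fluo4 loading, 110 s read; technique: kinetic Fluo4 calcium fluorescence; evaluation: integrated baseline-normalised fluorescence ratio, converted to per-well B score; controls: buffer (low) and maximal DAMGO (high)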
# MrgX1 ag = human MrgX1 receptor agonism, primary screen. Q96LB2. MrgX1-HEK293 cells, Fluo-4 calcium fluorescence, agonist mode; hits give high values. B-score at 10 µM. 310,000 compounds, 0.44% hits;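 active = calcium response B-score plate-corrected fluorescence ratio at least 3 library SD, with starting fluorescence B-score inside 5 SD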
#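 System: HEK293 cells stably expressing human MrgX1 receptor; Dosing: test compound in the initial addition of three; Schedule: overnight plating, then 30 min 37 °C plus 30 min room-temperature dye loading; Detection: kinetic calcium dye fluorescence, Fluo-4 NW; Controls: per-plate positive and negative controls for Z′ factor.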
# TRPC6 activator = activators of mouse TRPC6 channel. HEK293-TRPC6 membrane potential dye fluorescence; hits give high values. 310,000 compounds, 0.13% hits. B-score at 10 µM;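 active = B-score of the integrated fluorescence ratio above library mean plus 3 SD, and starting fluorescence ratio within library mean plus 5 SD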;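 note: higher score means more depolarization so channel activation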
# * = called active by the depositor; i = inactive; / = no result given.
SMILES,MrgX1 antag,TRPC4 inh,RGS4 block,MrgX1 PAM,TRPC4 PAM,TMEM16A act,ANO1 block,TRPC6 inhibitor,TRPC4 agonist,MrgX1 ag,TRPC6 activator
CC(C)OCCCn1c(=NC(=O)c2cccs2)c(C#N)cc2c(=O)n3ccccc3nc21,i,i,i,i,i,i,i,i,i,i,i
CC(=O)NC1C(=O)N(C)c2ccc(Br)cc21 (configuration not stated),i,i,i,i,i,i,i,i,i,i,i
O=C(CSc1nnc(-c2ccco2)n1Cc1ccco1)NCc1cccs1,i,i,i,i,i,i,i,i,i,i,i
Cc1cccc(S(=O)(=O)N2CCCc3ccccc32)c1,i,i,i,i,i,i,i,i,i,i,i
Cc1ccc(NS(=O)(=O)c2c(C)ccc3nsnc23)c([N+](=O)[O-])c1,i,i,i,i,i,i,i,i,i,i,i
O=C(c1ccccc1)N1CCN(c2ccc([N+](=O)[O-])cc2-n2cccc2)CC1,i,i,i,i,i,i,i,i,i,i,i
Cc1ccc2c(c1)nnn2C1CCN(C(=O)NCc2ccccc2)CC1,i,i,i,i,i,i,i,i,i,i,i
CCOC(=O)c1ccc2nc(NC(=O)c3ccco3)sc2c1,i,i,i,i,i,i,i,i,i,i,i
O=c1c2c(nc3n1CCCCC3)-c1ccccc1CC21CCCC1,i,i,i,i,i,i,i,i,i,i,i
CCC(CC)NC(=O)Cc1ccc(F)cc1,i,i,i,i,i,i,i,i,i,i,i
CCOc1ccc(/C=C2\CCC(C3CCCC3)C2=O)cc1OC (configuration not stated),i,i,i,i,i,i,i,i,i,i,i
O=C(CCC(=O)N1CCOc2ccccc21)NCCCN1CCCCC1,i,i,i,i,i,i,i,i,i,i,i
COc1cccc(C2=NOC(C(=O)Nc3ccc4c(c3)OCO4)C2)c1OC (configuration not stated),i,i,i,i,i,i,i,i,i,i,i
CC1(c2nnc(Cc3ccccc3)o2)CC(c2ccc(F)cc2)=NO1 (configuration not stated),i,i,i,i,i,i,i,i,i,i,i
COc1ccccc1NC(=O)CCN1C(=O)C2CC=CCC2C1=O (configuration not stated),i,i,i,i,i,i,i,i,i,i,i
COc1ccc(/C=N/NC(=S)Nc2cc(C(F)(F)F)ccc2Cl)cc1,i,i,i,i,i,i,i,i,i,i,i
Cc1ccc(NC(=O)CSc2nnc(C)n2CC2CCCO2)cc1 (configuration not stated),i,i,i,i,i,i,i,i,i,i,i
NC(=S)N/N=C/c1ccc(Br)o1,i,i,i,i,10*,i,i,i,i,i,i
CCOC(=O)c1cc(C(=O)c2ccccc2O)cn2c(=O)c3c(C)c(C)sc3nc12,i,i,i,i,i,/,i,i,i,i,i
Cn1c(=O)c(=O)n(C)c2cc(N3CCOCC3)c(NS(=O)(=O)c3ccc(F)c(Cl)c3)cc21,i,i,i,i,i,i,i,i,i,i,i
CC(=O)Nc1ccc(S(=O)(=O)NCC2CCC(C(=O)N3CCCCCC3)CC2)cc1 (configuration not stated),i,i,i,i,i,i,i,i,i,i,i
CC(=O)OC12CC3CC(C1)C(=NO)C(C3)C2,i,i,i,i,i,i,i,i,i,i,i
CCOC(=O)N1CCN(C(=O)COc2ccc3oc4c(c3c2)CCCC4)CC1,i,i,i,i,i,i,i,-5.5*,i,i,i
COc1cc(CN2CCCC(C(=O)N3CCc4ccccc4C3)C2)cc(OC)c1OC (configuration not stated),i,i,i,i,i,i,i,i,55*,i,i
CC(=O)c1ccc(NC(=S)Nc2cccc(Cl)c2C)cc1,i,i,i,i,i,i,i,i,i,i,i

# (further entries)
SMILES,MrgX1 antag,TRPC4 inh,RGS4 block,MrgX1 PAM,TRPC4 PAM,TMEM16A act,ANO1 block,TRPC6 inhibitor,TRPC4 agonist,MrgX1 ag,TRPC6 activator
CCOc1ccc(C2C3=C(CCCC3=O)OC(N)=C2[N+](=O)[O-])cc1 (configuration not stated),i,i,i,i,i,i,i,i,i,i,i
O=C(C1CCCCN1S(=O)(=O)c1ccccc1[N+](=O)[O-])N1CCCCC1 (configuration not stated),i,i,i,i,i,i,i,i,i,i,i
COc1ccc(C2=NN(C(=O)CSc3nc(=O)n4ccc(C)cc4n3)C(c3ccc(C)cc3)C2)cc1 (configuration not stated),i,i,i,i,i,i,i,i,i,i,i
O=C1C=C(N2CCOCC2)CO1,i,i,i,i,i,i,i,i,i,i,i
CC(=O)NNC(=O)c1csc(Cc2c(Cl)sc3ccc(Cl)cc23)n1,i,i,i,i,i,i,i,i,i,i,i
O=C1c2cccc3cccc(c23)C(=O)N1OS(=O)(=O)c1ccc(Cl)cc1,i,i,i,i,i,i,i,i,i,i,i
Cn1c(CCN2CCCCC2)nc2cc(NS(=O)(=O)c3ccc(F)cc3)ccc21,i,i,i,i,i,i,i,i,i,i,i
COc1ccccc1-n1cnnc1SCC(=O)NCC1CCCO1 (configuration not stated),i,i,i,i,i,i,i,i,i,i,i
COc1ccc(CCNC(=O)CCCOc2cccc(C)c2C)cc1OC,i,i,i,i,i,i,i,i,i,i,i
COc1ccccc1/C=C/C(=O)Nc1cccnc1Cl,i,i,i,i,i,i,i,i,i,i,i
CN(C)c1ccnc2sc(C(=O)c3ccc(Br)cc3)c(N)c12,i,i,i,i,i,i,i,i,i,i,i
CC(CCc1ccco1)NC(=O)CCc1nnc2ccc(NCc3ccc(Cl)cc3)nn12 (configuration not stated),i,i,i,i,i,i,i,i,i,i,i
COc1cccc(C(=O)Nc2nnc(-c3cccs3)o2)c1,i,i,i,i,i,i,i,i,i,i,i
CCCCc1cc(=O)oc2cc(C)cc(OC(C)C(=O)NCc3cccnc3)c12 (configuration not stated),i,i,i,i,i,i,i,i,i,i,i
O=C(OCc1ccc(Cl)cc1)c1cccnc1Cl,i,i,i,i,i,i,i,i,i,i,i
CCN1CCN(c2ccc(S(=O)(=O)N3CCOCC3)cc2NC(=O)c2ccc(C)c(C)c2)CC1,i,i,i,i,i,i,i,i,i,i,i
CCN(CC)CC(=O)Nc1sc(C)cc1C(=O)c1ccc(C)cc1,i,i,i,i,i,i,i,i,i,i,i
O=C(O)c1cccc(C(=O)O)c1Br,i,i,i,i,i,i,i,i,i,i,i
COc1ccc(N2C(=O)CC(NCc3cccs3)C2=O)cc1 (configuration not stated),i,i,i,i,i,i,i,i,i,i,i
CCNC(=O)/C(C#N)=C/c1c(N2CCN(c3ccc(OC)cc3)CC2)nc2c(C)cccn2c1=O,i,i,i,i,i,i,i,i,i,i,i
OCc1ccccc1OCCCOc1cccc2cccnc12,i,i,i,i,i,i,i,i,i,i,i
Cc1cc(OCc2ccccc2)ccc1/C(O)=C1/C(=O)C(=O)N(Cc2cccnc2)C1c1ccncc1 (configuration not stated),i,i,i,i,i,i,i,i,i,i,i
O=C(Nc1ccc(Cl)cc1)Nc1ccc(S(=O)(=O)Nc2ncccn2)cc1,i,i,i,i,i,i,i,i,i,i,i
COc1ccc(Nc2nc(-c3c[nH]c4ccccc34)cs2)cc1,i,i,i,i,i,i,i,i,i,i,i
CC(=O)Nc1cc2cc(NS(=O)(=O)c3ccc(C)cc3)ccc2oc1=O,i,i,i,i,i,i,i,i,i,i,i

# More results follow.
SMILES,MrgX1 antag,TRPC4 inh,RGS4 block,MrgX1 PAM,TRPC4 PAM,TMEM16A act,ANO1 block,TRPC6 inhibitor,TRPC4 agonist,MrgX1 ag,TRPC6 activator
Cc1ccc(-n2[nH]c(C)c(CCC#N)c2=O)cc1,i,i,i,i,i,i,i,i,i,i,i
COC1OC(CO)C(O)C(O)C1O (configuration not stated),i,i,i,i,i,i,i,i,i,i,i
O=C(CCC(=O)NNC(=O)Cc1ccccc1)NCc1ccccc1,i,i,i,i,i,i,i,i,i,i,i
C=C(C)Cn1cnc2cc(C)c(C)cc21,i,i,i,i,i,i,i,i,i,i,i
CCCNc1nc(-c2cc(-c3ccc(Cl)cc3)on2)cc(C(C)C)n1,i,i,i,i,i,i,i,i,i,i,i
Cc1c(/C(O)=C2\C(=O)C(=O)N(CCN(C)C)C2c2cccs2)cnn1-c1ccccc1 (configuration not stated),i,i,i,i,i,i,i,i,i,i,i
Cc1cccc(NC(=O)c2nc[nH]c2C(=O)Nc2ccccc2[N+](=O)[O-])c1,i,i,i,i,i,i,i,i,i,i,i
CC(=O)Oc1ccc(C(=O)Nc2cccc(C(=O)c3cccc(NC(=O)c4ccc(OC(C)=O)cc4)c3)c2)cc1,i,i,i,i,i,i,i,i,i,i,i
Cc1ccc(S(=O)(=O)Cc2nnnn2-c2ccccc2)cc1,i,i,i,i,i,i,i,i,i,i,i
Cc1cc(C)nc(NCCC(=O)O)n1,i,i,i,i,i,i,i,i,i,i,i
CC(C)c1nc2cc3ccccc3cc2[nH]1,i,i,i,i,i,i,i,i,i,i,i
Clc1cc(Cl)cc(CSc2nnc(-c3sccc3-n3cccc3)o2)c1,i,i,i,i,i,i,i,i,i,i,i
Cc1ccccc1NC(=O)CN1C(=O)c2ccccc2C1=O,i,i,i,i,i,i,i,i,i,i,i
O=C(c1ccc(F)cc1)N1CCCC(c2ccccc2)C1 (configuration not stated),i,i,i,i,i,i,i,i,i,i,i
COCCOC(=O)/C=C1/NC(=O)CS1,i,i,i,i,i,i,i,i,i,i,i
COC(=O)N/N=C/c1cc(Cl)c(OCc2ccccc2F)c(OC)c1,i,i,i,i,i,i,i,i,i,i,i
Cc1cc2cc(CCNC(=O)c3cccs3)c(=O)[nH]c2cc1C,i,i,i,i,i,i,i,i,i,i,i

# Compounds from the list above with two or more sulfur atoms, in the order listed:
SMILES,MrgX1 antag,TRPC4 inh,RGS4 block,MrgX1 PAM,TRPC4 PAM,TMEM16A act,ANO1 block,TRPC6 inhibitor,TRPC4 agonist,MrgX1 ag,TRPC6 activator
O=C(CSc1nnc(-c2ccco2)n1Cc1ccco1)NCc1cccs1,i,i,i,i,i,i,i,i,i,i,i
Cc1ccc(NS(=O)(=O)c2c(C)ccc3nsnc23)c([N+](=O)[O-])c1,i,i,i,i,i,i,i,i,i,i,i
CC(=O)NNC(=O)c1csc(Cc2c(Cl)sc3ccc(Cl)cc23)n1,i,i,i,i,i,i,i,i,i,i,i
Clc1cc(Cl)cc(CSc2nnc(-c3sccc3-n3cccc3)o2)c1,i,i,i,i,i,i,i,i,i,i,i

# Assay outcomes deposited in PubChem BioAssay by Johns Hopkins Ion Channel Center.
